# OX1R antagonist – blocks the human orexin 1 receptor. O43613. CHO/OX1R cells, Fluo-8 calcium fluorescence, orexin A. inhibition, % at 5 µM. hit rate 0.43% among 330,000;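 active means inhibition above its plate's threshold, mean inhibition of all tested compounds on the plate plus 3 SD, cut at about 37% in these data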;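 further: 0% = orexin A challenge wells and 100% = SB-334867-A antagonist wells; not every result past the cut was called active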
# Target sequence (O43613 whole entry, looked up): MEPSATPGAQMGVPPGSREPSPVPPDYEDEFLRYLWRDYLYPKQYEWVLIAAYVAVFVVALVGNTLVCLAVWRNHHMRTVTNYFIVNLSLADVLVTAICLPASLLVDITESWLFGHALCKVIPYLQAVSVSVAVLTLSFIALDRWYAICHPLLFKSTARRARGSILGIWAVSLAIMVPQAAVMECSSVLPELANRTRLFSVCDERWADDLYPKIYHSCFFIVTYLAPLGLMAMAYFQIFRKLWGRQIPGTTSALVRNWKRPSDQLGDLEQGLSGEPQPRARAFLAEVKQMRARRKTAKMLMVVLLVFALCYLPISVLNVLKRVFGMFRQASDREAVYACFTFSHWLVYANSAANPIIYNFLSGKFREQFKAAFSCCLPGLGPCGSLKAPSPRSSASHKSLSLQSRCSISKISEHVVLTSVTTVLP
# CHT allo act – allosterically activates the human high affinity choline transporter | Q9GZV3 | CHT-expressing cells, membrane potential dye, choline EC20; hits give high values; LV-AA mutant CHT in HEK293 cells | B-score at 10 µM | hit rate 0.49% among 310,000;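 active means initial fluorescence not abnormally high and integrated response B-score, plate-corrected, over 3 SD above library mean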
# Target sequence (Q9GZV3 whole entry, looked up): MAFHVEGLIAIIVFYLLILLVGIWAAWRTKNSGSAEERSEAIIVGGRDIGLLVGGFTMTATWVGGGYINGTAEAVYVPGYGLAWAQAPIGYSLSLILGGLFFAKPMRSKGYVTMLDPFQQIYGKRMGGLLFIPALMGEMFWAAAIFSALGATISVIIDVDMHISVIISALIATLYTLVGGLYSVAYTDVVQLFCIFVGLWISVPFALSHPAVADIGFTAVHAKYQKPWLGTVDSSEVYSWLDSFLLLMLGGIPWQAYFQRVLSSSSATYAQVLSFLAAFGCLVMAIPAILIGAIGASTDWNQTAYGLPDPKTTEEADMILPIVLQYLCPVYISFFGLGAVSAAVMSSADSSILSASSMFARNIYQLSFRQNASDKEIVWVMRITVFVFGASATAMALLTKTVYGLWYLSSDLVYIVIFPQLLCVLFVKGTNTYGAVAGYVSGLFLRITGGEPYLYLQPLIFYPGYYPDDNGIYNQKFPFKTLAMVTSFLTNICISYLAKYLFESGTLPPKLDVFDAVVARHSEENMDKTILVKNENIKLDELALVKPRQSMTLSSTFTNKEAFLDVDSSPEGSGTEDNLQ
# Starred values were filed as active, the others as inactive; i = inactive; . = no result given.
SMILES,OX1R antagonist,CHT allo act
Cc1cc(S(=O)(=O)NCc2ccccc2)ccc1OCC(=O)N1CCOCC1,-6,i
CCOC(=O)c1c(C)[nH]c(C(=O)OC(C)C(=O)NCc2ccccc2)c1C (configuration not stated),-15,i
Cc1ccc(C(NC(=O)c2ccccc2)C(Cl)Cl)cc1 (configuration not stated),-17,i
O=C(CSc1nc2ccccc2[nH]1)NCc1ccco1,-14,i
Cc1ccc(/C=N/NC(=O)c2nnn(-c3nonc3N)c2CSc2ccc(Cl)cc2)o1,23,i
CN(C)CCN(Cc1ccc(Cl)cc1)c1ccccn1,-11,i
CCc1ccc(N2C(=O)CN(Cc3sccc3C)C2=S)cc1,-14,i
Cc1ccc(C)c(NC(=O)C(NCC(C)(C)N2CCOCC2)c2ccccc2)c1 (configuration not stated),-36,i
COc1ccc(OC)c(C(=O)N2CCC(C(=O)c3ccc(F)cc3)CC2)c1,-18,i
Cc1ccc(-n2ccc(=O)c(-c3ccnc(SCc4cccc(Cl)c4)n3)n2)cc1,-31,i

# Additional structures
SMILES,OX1R antagonist,CHT allo act
C=CCn1c(NC(=O)c2ccco2)nc2ccccc21,-13,i
O=c1[nH]cnc2c1c(-c1ccccc1)cn2-c1ccccc1,-7,i
CCOc1ccccc1Nc1nnc(SCc2nnc(-c3cc(OC)c(OC)c(OC)c3)o2)s1,-27,i
COc1cc(C(=O)NCC2(N3CCCCC3)CCCCC2)ccc1OCC(=O)N1CCOCC1,-6,i
CC(C)CC(NC=C1C(=O)OC(C)(C)OC1=O)C(=O)O (configuration not stated),-2,i
CC1CCN(C(=O)c2ccccc2NC(=O)c2cccc(S(=O)(=O)N(C)C)c2)CC1,-26,i
CCOC(=O)c1cc(-c2ccccc2)sc1NC(=O)C(C)N1C(=O)NC(C)(c2ccc(Cl)cc2)C1=O (configuration not stated),-28,i
Cc1ccccc1NC(=O)COC(=O)c1ccc(S(=O)(=O)N2CCCC2)cc1,4,.
Cc1cc(NC(=O)c2ccc(NC(=O)C3CC3)cc2)no1,-1,i
C=CCN(C(=O)Cn1nnc2ccccc21)C(C(=O)NCCOC)c1ccc(OC)cc1OC (configuration not stated),-7,i

# More results.
SMILES,OX1R antagonist,CHT allo act
CC(NC(=O)C12CC3CC(C1)CC(n1cncn1)(C3)C2)C12CC3CC(CC(C3)C1)C2 (configuration not stated),-19,i
O=C(COc1ccc2ccccc2c1)NNC(=O)c1ccccc1,0,i
CC1=C(C(=O)OC(C)C)C(c2c[nH]c3ccccc23)n2ncnc2N1 (configuration not stated),-22,i
COC(=O)[C@@H](NC(=O)N1CCN(c2cccc(C(F)(F)F)c2)CC1)C(C)C,-15,i
O=c1[nH][nH]c(C(F)(F)F)c1C=Nc1ccccc1,-7,i
COc1ccc(C(C(=O)NCc2ccccc2)N(Cc2ccco2)C(=O)c2snc(C(N)=O)c2N)cc1 (configuration not stated),-11,i
Clc1ccccc1CO/N=C1\CCCc2nonc21,-6,i
CCn1c(=S)[nH]c2ccccc21,-14,i
Nc1nonc1C(=O)N/N=C/c1ccncc1,-7,i
CSc1ccc(CNC2CC2)cc1,-19,i

# Further records follow.
SMILES,OX1R antagonist,CHT allo act
Cc1ccc(NC(=S)NN2CCOCC2)c(C)c1,-5,i
CCC(Sc1ccc(Cl)cc1)C(=O)Nc1nnc(-c2cccc([N+](=O)[O-])c2)s1 (configuration not stated),-36,i
CC(=O)c1cccc(NC(=O)C2C3C=CC(C3=C(c3ccccc3)c3ccccc3)C2C(=O)O)c1 (configuration not stated),-11,i
CCCNC(=O)C(Cc1ccccc1)NC(=O)c1cccc([N+](=O)[O-])c1 (configuration not stated),-19,.
Cc1ccc(S(=O)(=O)N/N=C/c2ccccc2O)cc1,-5,i
c1ccc(-c2nc3ccccn3c2NC2CCCC2)nc1,-31,i
O=C(NC1CC1)c1ccc(N2CCCCC2)c([N+](=O)[O-])c1,-8,i
C=CCNC(=O)c1onc(CSc2ccccc2C)c1C(=O)O,-7,i
Cn1cc(C(=O)N/N=C/c2ccc3c(c2)OCO3)c2ccccc21,11,i
Cc1ccc(NC(=O)CCc2nnc3ccc(NCc4ccco4)nn23)cc1F,-22,i

# Remaining list, next part
SMILES,OX1R antagonist,CHT allo act
O=C1NN(c2cccc(Br)c2)C(=O)/C1=C\c1ccc(O)cc1,-13,i
CN(Cc1cccc(F)c1)C(=O)c1cc(S(=O)(=O)N2CCOCC2)ccc1N1CCCC1,-10,.
CC(C)Cn1c(N)c(C(=O)COC(=O)c2cccn2C)c(=O)n(C)c1=O,-1,.
Cc1cccc(NC(=S)NC(=O)/C=C/c2ccco2)c1,-16,i
O=C(Cn1c(=S)[nH]c2ccccc21)c1ccccc1,-6,i
CC(C)(C)NC(=O)C(c1c[nH]c2ccccc12)N(C(=O)Cn1nnc(-c2ccc(F)cc2)n1)c1cccc(O)c1 (configuration not stated),-15,i
Cc1cc(C)n2c(SCC(=O)Nc3ccccc3C#N)nnc2n1,-10,.
Cn1ncc2c(Nc3ccccc3Cl)nc(Cl)nc21,-10,i
O=C(Nc1cccn2ncnc12)C(Cl)Cl,-14,i
O=C(c1ccc(N2CCC3(CC2)OCCO3)c([N+](=O)[O-])c1)N1CCOCC1,0,i

# New compounds follow
SMILES,OX1R antagonist,CHT allo act
CC(=O)c1cccc(NC(=O)CCNS(=O)(=O)c2cccc(C(C)=O)c2)c1,-20,i
NC(=S)NN=Cc1ccc(-c2ccc(S(=O)(=O)Nc3ncccn3)cc2)o1,-17,.
O=C(O)c1ccc2cc[nH]c2c1,-14,i
O=C(OCCN1CCCC1=O)c1cncc(Br)c1,-5,i
CC(O)CNc1nc2c(c(=O)n(Cc3ccc(Br)cc3)c(=O)n2C)n1C (configuration not stated),-13,i
CCN1CCN(C(=O)c2cc3c(-c4ccc(Cl)cc4)nn(C)c3s2)CC1,-13,i
COC(=O)c1ccc2ccn(CC(=O)NC3CCCCC3)c2c1,-7,i
CC1=C/C(=C/N(C)C)C(=O)O1,-3,i
CCOC(=O)c1c(C)oc2c(CC(=O)c3ccccc3)c(Cl)c(O)c(O)c12,-37,i
O=C(Nc1cccc(S(=O)(=O)N2CCCC2)c1)c1cccc(OC(F)F)c1,-30,i

# Additional entries follow.
SMILES,OX1R antagonist,CHT allo act
Cc1ccc(S(=O)(=O)N(C)C)cc1NC(=O)C1CCC1,-7,i
COc1ccc(CCNC(=O)CN(CCc2ccccc2)S(C)(=O)=O)cc1OC,-11,i
Cc1ccn2cc(C34CC5CC(CC(C5)C3)C4)nc2c1,-28,8.9*
O=C(Cn1c(=O)sc2ccccc21)N1CCOCC1,-5,i
O=C(COc1ccc(/C=N/NC(=O)c2ccc(O)cc2)cc1)Nc1ccc([N+](=O)[O-])cc1,9,i
CC(C)(CNS(=O)(=O)c1ccc(Br)s1)N1CCOCC1,4,.
COc1ccc(NC(=O)CSc2nnc(-c3cccs3)n2N)c(OC)c1,-20,i
O=C(CCC(=O)N1CCOc2ccccc21)NCCCN1CCN(Cc2ccccc2)CC1,-7,i
CN1CCN(S(=O)(=O)c2cccc(C(=O)Oc3cccc(Br)c3)c2)CC1,-24,i
COC(=O)c1cc(Br)c(=O)n(-c2ccccn2)c1,-14,i

# Fetched by compound from the entries so far (6):
SMILES,OX1R antagonist,CHT allo act
CC(C)(CNS(=O)(=O)c1ccc(Br)s1)N1CCOCC1,4,.
O=C(COc1ccc(/C=N/NC(=O)c2ccc(O)cc2)cc1)Nc1ccc([N+](=O)[O-])cc1,9,i
O=C(CCC(=O)N1CCOc2ccccc21)NCCCN1CCN(Cc2ccccc2)CC1,-7,i
Cc1ccn2cc(C34CC5CC(CC(C5)C3)C4)nc2c1,-28,8.9*
COc1ccc(CCNC(=O)CN(CCc2ccccc2)S(C)(=O)=O)cc1OC,-11,i
Cc1ccc(S(=O)(=O)N(C)C)cc1NC(=O)C1CCC1,-7,i

# (continued)
smiles	OX1R antagonist	CHT allo act
COc1ccc(OCC(=O)Nc2cccc(-c3nc4ccccc4o3)c2)cc1	-23	i
O=C(NCc1ccc2c(c1)OCO2)C(=O)NCC1CCCO1 (configuration not stated)	4	i
CC(C)(C)NC(=O)C(=O)NN=C1CCCCCCC1	-18	i
COc1ccc(C/C(N)=N/OC(C)=O)cc1OC	-6	i
C[C@H](CO)N1C[C@H](C)[C@@H](CN(C)C(=O)Nc2ccccc2)Oc2ccc(NC(=O)C3CC3)cc2C1=O	-5	.
O=[N+]([O-])c1ccc(S(=O)(=O)N2CCSC2c2ccco2)cc1 (configuration not stated)	-25	i
CCCOc1ccc(CSc2nnc(CCC)n2N)cc1	-14	i
Cn1nc(CC(=O)Nc2cccc3ncccc23)c2ccccc2c1=O	2	i
C=CCNC(=S)NNC(=O)c1ccco1	15	i
Oc1ccccc1-c1nc(NCc2cccnc2)c2ccccc2n1	-16	i

# Sorted by number of heavy atoms (high to low): some entries from above
smiles	OX1R antagonist	CHT allo act
C[C@H](CO)N1C[C@H](C)[C@@H](CN(C)C(=O)Nc2ccccc2)Oc2ccc(NC(=O)C3CC3)cc2C1=O	-5	.
Oc1ccccc1-c1nc(NCc2cccnc2)c2ccccc2n1	-16	i
O=C(NCc1ccc2c(c1)OCO2)C(=O)NCC1CCCO1 (configuration not stated)	4	i

# Remaining list, next part
smiles	OX1R antagonist	CHT allo act
C=CCN1C2CCCC1CC(NC(=O)Nc1cccc(C(C)=O)c1)C2 (configuration not stated)	-18	i
Cc1ccc(NC(=O)CN2CCc3ccccc3C2)cc1	-16	i
CN1C(=O)CC(N2CCN(CCN=CC3=C(O)CC(C)(C)CC3=O)CC2)C1=O (configuration not stated)	-29	i
CC(C)=C1SC(N2CCN(c3cccc(C)c3)CC2)=NC1=O	-8	i
Cc1ccc(O)c(NC(=O)c2noc(C(C)C)c2[N+](=O)[O-])c1	-27	i
CCc1c(C)sc2nc(C(C)C)nc(SCC(=O)N3CCc4ccccc4C3)c12	-24	i
O=C(O)CSc1nnc(SCc2cccc3ccccc23)s1	-7	i
O=C(Nc1ccc(S(=O)(=O)NCc2ccco2)cc1)c1ccncc1	-3	i
O=C(CN1C(=O)CSc2ccc(S(=O)(=O)N3CCOCC3)cc21)NCCCN1CCc2ccccc2C1	-28	i
N#Cc1ccc(CSc2nc(N)cc(=O)[nH]2)cc1	5	i

# (further entries)
smiles	OX1R antagonist	CHT allo act
CSCCC(NC(=O)c1ccccc1)C(=O)NCCCSc1ccccc1 (configuration not stated)	-17	.
COc1ccc(S(=O)(=O)N(CCc2ccccc2)CC(=O)O)cc1C	-5	i
COc1ccc2cc(CN(Cc3ccco3)C(c3nnnn3C3CCCCC3)C(C)C)c(=O)[nH]c2c1 (configuration not stated)	-25	i
COc1ccc(OC)c(S(=O)(=O)Nc2ccc3c(c2)n(C)c(=O)n3C)c1	2	i
CCCCCC1CCC(c2ccc(/C(N)=N/O)cc2)CC1 (configuration not stated)	-7	i
CN(C)C(CNC(=O)CCNS(=O)(=O)c1ccccc1C(F)(F)F)c1ccccc1 (configuration not stated)	-6	.
O=C(N/N=C/c1cccn1-c1cccc(C(=O)O)c1)Nc1ccccc1	4	i
CC(=O)c1ccccc1NC(=O)c1ccc(N2CCCC2=O)cc1	0	i
Cc1cccc(N2CC(C)Cn3c2nc2c3c(=O)[nH]c(=O)n2C)c1 (configuration not stated)	-20	i
CCc1ccc(/C=N/n2c(C)cc(C)c(C#N)c2=O)cc1	-6	i

# More results follow.
smiles	OX1R antagonist	CHT allo act
CC(=O)Nc1cc[n+](CC(=O)c2ccc(Cl)cc2)cc1	-11	i
C=C(C)c1cccc(C(C)(C)NC(=O)Nc2ccc(C(N)=O)cc2)c1	-13	i
C=CCNc1ncnc2c1cnn2-c1cccc(C)c1	-5	i
O=C(NCC1CCCN1S(=O)(=O)c1cccs1)c1ccc([N+](=O)[O-])cc1 (configuration not stated)	-23	i
O=C(Nc1cccc(S(=O)(=O)N2CCOCC2)c1)c1ccc2ccccc2n1	-8	i
Cc1nc(SCC(=O)O)c2oc3ccccc3c2n1	-7	i
COc1ccccc1NC(=O)c1nnn(CC(=O)Nc2ccccc2)c1N	-16	i
COc1ccc(-c2cc(-c3ccccc3O)[nH]n2)cc1	-15	i
C/C(CC(=O)NCc1ccccc1Cl)=N/NC(=O)c1ccccn1	-20	i
COc1ccc(C(=O)NCCc2c[nH]c3ccccc23)cc1[N+](=O)[O-]	-18	i

# (listing goes on)
smiles	OX1R antagonist	CHT allo act
N/C(=N\OC(=O)c1cc(Cl)ccc1Cl)c1ccncc1	-18	i
O=C(O)c1cccc(-n2nnnc2SCc2ccccc2Cl)c1	-13	i
COc1ccc(C(=O)COC(=O)CN2C(=O)C3C4CCC(C4)C3C2=O)cc1 (configuration not stated)	7	i
Cc1ccc(CCN2CC(C(=O)NCCCN3CCCCCC3)CC2=O)cc1 (configuration not stated)	-3	i
O=C(NC(=S)NC1CCCc2ccccc21)c1ccc(F)cc1 (configuration not stated)	-28	i
CCOc1ccc(CN(C)C(=O)c2ccc(NS(=O)(=O)c3ccc4[nH]c(=O)[nH]c4c3)cc2)cc1	-10	i
COc1ccc(N2CCN(C(=O)c3ccc(-n4nc(C)cc4C)cc3)CC2)cc1	-12	i
CCOc1ccc(N2CC(=O)N(c3ccc(OCC)cc3)CC2=O)cc1	4	i
CCN(C(=O)Cn1c(=O)oc2ccccc21)C1CCS(=O)(=O)C1 (configuration not stated)	0	i
Fc1ccc(-c2cc(-c3ccccc3)nc(-n3cccn3)n2)cc1	-59	i

# New compounds follow:
smiles	OX1R antagonist	CHT allo act
COc1ccc2oc(C(=O)OCC(=O)Nc3cccc(S(=O)(=O)N4CCOCC4)c3)c(C)c2c1	-4	i
O=C(COC(=O)C1=COCCO1)NC1CCCCC1	-7	i
COC(=O)c1ccc(NC(=O)c2cccc(NC(=O)c3ccccc3)c2)cc1	-13	i
Cc1ccccc1NC(=O)CC1S/C(=N/c2nccs2)N(C)C1=O (configuration not stated)	-18	i
NC(=O)c1cc2cc(Cl)ccc2oc1=Nc1cccc(C(F)(F)F)c1	16	i
CCc1nnc(NC(=O)Cc2ccc(OC)cc2)s1	-33	i
COc1ccc(C(CNC(=O)c2ccc3c(c2)C(=O)N(CCC(C)C)C3=O)N2CCOCC2)cc1 (configuration not stated)	-25	i
Nc1c(C(O)(C(F)(F)F)C(F)(F)F)cc(C(O)(C(F)(F)F)C(F)(F)F)c2ccccc12	28	i

# Screens (PubChem)
